Bioassay records (PubChem)
CASP6 VEID inh – blocks human caspase-6 cleavage activity; P55212; purified caspase-6, Z-VEID-R110 cleavage fluorescence; inhibition, % at 12.5 µM; actives 0.53% (n = 350,000);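 active = mean inhibition across replicates at least about 35%, with every replicate also reaching that limit, limit read from the data; inconclusive = only one of the two criteria met; inactive = neither criterion met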;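 note: 0% = median of neutral control wells and 100% = no fluorescence left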
Target sequence (P55212 24-179 limits assumed): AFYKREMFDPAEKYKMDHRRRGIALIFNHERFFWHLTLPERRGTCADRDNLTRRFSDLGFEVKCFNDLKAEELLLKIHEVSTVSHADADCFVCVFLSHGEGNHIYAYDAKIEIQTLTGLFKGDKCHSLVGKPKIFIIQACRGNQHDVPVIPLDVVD
Target sequence (P55212 194-293 limits assumed): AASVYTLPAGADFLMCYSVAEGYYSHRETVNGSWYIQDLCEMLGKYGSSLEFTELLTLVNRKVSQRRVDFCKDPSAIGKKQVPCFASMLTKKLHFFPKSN
SIRT5 inh – inhibitors of human sirtuin-5 desuccinylase | Purified SirT5, succinyl-peptide AMC, trypsin-coupled fluorescence | inhibition, % at 15 µM | actives 1.1% (n = 330,000); in the data active = inhibition above about 15%; inconclusive = no clear call, values can overlap the other calls
Target sequence (Q9NXA8 whole entry, looked up): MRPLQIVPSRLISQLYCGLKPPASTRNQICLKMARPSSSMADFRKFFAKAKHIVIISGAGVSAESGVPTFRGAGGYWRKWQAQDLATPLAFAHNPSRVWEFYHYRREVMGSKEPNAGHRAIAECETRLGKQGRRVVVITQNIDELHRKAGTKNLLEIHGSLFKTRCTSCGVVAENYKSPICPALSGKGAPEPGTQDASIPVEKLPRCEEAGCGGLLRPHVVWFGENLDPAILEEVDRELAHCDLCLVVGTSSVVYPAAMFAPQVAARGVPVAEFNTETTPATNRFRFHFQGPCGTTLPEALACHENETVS
S100A4 MyoIIA – blocks human S100A4 binding to myosin IIA peptide; P26447; S100A4/TAMRA-MyoIIA peptide fluorescence polarization; inhibition, % at 10.7 µM; actives 0.14% (n = 360,000);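 active = mean inhibition of at least 70% across replicates, with every replicate also reaching that level; inconclusive = mean inhibition reaches 70% but some replicates fall short; inactive = mean inhibition below 70%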
Target sequence (P26447 whole entry, looked up): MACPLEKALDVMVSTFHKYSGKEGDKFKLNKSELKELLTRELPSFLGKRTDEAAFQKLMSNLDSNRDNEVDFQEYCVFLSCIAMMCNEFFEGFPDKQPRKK
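System – human S100A4 monomer protein, biochemical binding assay · Buffer or medium – Calcium-containing HEPES buffer, pH 7.2 · Timing – 5 min between mix addition and reading · Also added – TAMRA-labelled myosin IIA heavy-chain peptide probe, 5 nM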
FN deposit inh – fibronectin deposition inhibition; AH1F fibroblasts, Alexa488-fibronectin deposition fluorescence, overnight; inhibition, % at 12.6 µM; actives 0.086% (n = 350,000); AID 743247;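 active = mean inhibition across replicates of 30% or more, regardless of how many single replicates reach that level; inconclusive = mean under 30% yet at least half of replicates reach 30%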;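 note: positive control wells lacked labelled fibronectin entirely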
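material = AH1F fibroblast monolayer depositing Alexa488-labelled fibronectin into matrix | amount = 10000 AH1F cells/well | buffer or medium = DMEM plus 2% serum, read in PBS | incubation = 1 h cell adhesion before compound, then overnight fibronectin incubation | detection = fluorescence at 485 nm excitation, 525 nm emission | evaluation = percent inhibition as loss of matrix-bound fibronectin fluorescence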
C2C12 statin – suppressors of simvastatin-induced myotoxicity in C2C12 myotubes | ATP luminescence, 48 h; scaled: DMSO 0, geranylgeraniol control 100 | rescue of ATP level, % at 7.49 µM | actives 0.78% (n = 330,000);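 active = mean ATP rescue above about 67%, or every replicate alone reaching that limit, limit read from the data, passing the limit was not always enough; inconclusive = no clear call, values can overlap the other calls; inactive = mean under the limit and some replicate under it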;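 note: myotubes were challenged with 10 µM simvastatin during compound exposure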
LGR2 inh – inhibitors of bursicon-induced Drosophila LGR2 receptor cAMP signaling. HEK293 LGR2, CRE-luciferase, bursicon-stimulated, 4 h. inhibition, % at 9.99 µM. actives 0.35% (n = 380,000);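 active = drop in luminescence signal, shown as inhibition above about 50% in the replicate tests, limit read from the data, passing the limit was not always enough; inconclusive = probably only some replicates passing the limit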;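 note: agonist challenge used bursicon conditioned medium at about half maximal strength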
esBAF inh – blocks esBAF chromatin remodeling in mouse ES cells. Bmi1-luciferase knock-in reporter, 24 h; 100% = twice the neutral-well signal. reporter increase, % at 12.5 µM. actives 2% (n = 350,000); in the data active = activation above about 40%; inconclusive = no clear call, values can overlap the other calls;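 note: 0% = median of the plate's neutral control wells and 100% = double that signal; a rise in the Bmi1 reporter signal indicates esBAF inhibition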
Starred values were filed as active, the others as inactive; u = inconclusive; x = no result given. This is a subset; the hit share may differ from the screen's.

SMILES	CASP6 VEID inh	SIRT5 inh	S100A4 MyoIIA	FN deposit inh	C2C12 statin	LGR2 inh	esBAF inh
CCOc1ccccc1NC(=O)c1cccc2c1C(=O)N(CCOC)C2	-1	0	-3	1	8	10	3
COC(CSc1nc(N)c2c3c(sc2n1)CN(C)CC3)OC	0	-16	-16	-6	5	-13	6
CCCS(=O)(=O)NC(=O)C1(C)CCCN(C(=O)CCc2cccs2)C1 (stereo not drawn)	1	x	-4	6	5	0	0
CN1CCN(c2nc(-c3ccccc3)ncc2S(=O)(=O)c2ccccc2)CC1	3	0	-26	x	x	7	x
CCCNC(=O)c1cnc(-c2ccccc2)nc1-c1ccccc1	-8	10	-2	-5	7	-2	-6
CCOC(=O)c1sc(=NC(=O)c2ccc(C)cc2)n(C)c1C	x	-1	-13	x	x	3	x
CCCN(CC(=O)Nc1ccccc1C)C(=O)c1ccc2c(c1)S(=O)(=O)N=C1CCCCCN12	3	0	1	-5	10	-1	-3
CCOP(=O)(OCC)c1nc(/C=C/c2ccccc2)oc1NCc1ccc(OC)cc1	2	-56	-2	x	8	20	3
Cc1nn(-c2ccc(F)cc2)c(C)c1CN1CCN(Cc2ccccc2)C(CCO)C1 (stereo not drawn)	4	-8	0	x	-5	-33	-4
COc1cc(CC(=O)Nc2c(-c3ccccc3)[nH][nH]c2=O)cc(OC)c1	1	0	-1	-6	x	-9	x
N#Cc1cc(F)cc(OCCCN2CCC(C(O)(c3ccccc3)c3ccccc3)CC2)c1	0	x	0	15	x	23	x
O=C(Nc1ccc(Br)cc1)c1cccc(-n2cnnn2)c1	-1	-3	-1	-1	-39	2	1
Cc1ccc(CC(=O)Nc2ccc(S(=O)(=O)N3CCOCC3)cc2)cc1C	1	-3	-3	-1	5	-16	-9
Cc1nc2ccccc2n1CC(O)COc1ccccc1Cl (stereo not drawn)	-1	-2	-5	-3	0	-3	1
O=C(CCN1CCN(CCO)CC1)Nc1ccccc1	-9	-1	3	0	8	-4	5

Entries of single compounds, looked up by structure. Screens in order: CASP6 VEID inh, SIRT5 inh, S100A4 MyoIIA, FN deposit inh, C2C12 statin, LGR2 inh, esBAF inh
CN1CCN(c2nc(-c3ccccc3)ncc2S(=O)(=O)c2ccccc2)CC1 is listed with 3, 0, -26, x, x, 7, x
O=C(CCN1CCN(CCO)CC1)Nc1ccccc1 is listed with -9, -1, 3, 0, 8, -4, 5
CCCN(CC(=O)Nc1ccccc1C)C(=O)c1ccc2c(c1)S(=O)(=O)N=C1CCCCCN12 is listed with 3, 0, 1, -5, 10, -1, -3

Three entries already listed, ordered by SMILES length, ascending.
SMILES	CASP6 VEID inh	SIRT5 inh	S100A4 MyoIIA	FN deposit inh	C2C12 statin	LGR2 inh	esBAF inh
Cc1nc2ccccc2n1CC(O)COc1ccccc1Cl (stereo not drawn)	-1	-2	-5	-3	0	-3	1
CCCS(=O)(=O)NC(=O)C1(C)CCCN(C(=O)CCc2cccs2)C1 (stereo not drawn)	1	x	-4	6	5	0	0
CN1CCN(c2nc(-c3ccccc3)ncc2S(=O)(=O)c2ccccc2)CC1	3	0	-26	x	x	7	x

(listing goes on)
SMILES	CASP6 VEID inh	SIRT5 inh	S100A4 MyoIIA	FN deposit inh	C2C12 statin	LGR2 inh	esBAF inh
C[C@H]1CN([C@@H](C)CO)S(=O)(=O)c2ccc(C3=CCCCC3)cc2O[C@H]1CN(C)C(=O)Cc1ccncc1	1	2	8	-8	-7	-1	2
COc1ccc(OC)c(C(=O)Cn2nnc(-c3ccc(N4CCOCC4)cc3)n2)c1	-5	-3	-1	3	-37	-17	-1
CCCS(=O)(=O)NC(=O)C1(C)CCCN(C(=O)c2cccs2)C1 (stereo not drawn)	4	7	-6	-2	5	-45	7
COc1ccc(CCN2CC(C(=O)OCC(=O)NC(Cc3ccccc3)C(C)=O)CC2=O)cc1OC (stereo not drawn)	4	-6	-1	-1	-3	-10	-1
C[n+]1ccc(CC2C(=[N+]([O-])[O-])C=Nc3ncnn32)cc1 (stereo not drawn)	-46	2	-3	x	x	34	x
CCC(=O)N[C@@H]1CC[C@@H](CCn2cc(-c3cccc(OC)c3)nn2)O[C@@H]1CO	3	-1	5	x	-4	10	5
COC(=O)c1[nH]c2ccccc2c1NC(=O)C(C)N1CC(C)OC(C)C1 (stereo not drawn)	1	3	-4	-3	5	-1	-10
C[C@@H]1CN([C@H](C)CO)C(=O)Cc2cc(NS(=O)(=O)c3ccc(F)cc3)ccc2O[C@H]1CN(C)Cc1ccc(-c2ccccc2)cc1	x	x	x	x	64	4	10
N/C(=N\c1nc2ccccc2o1)NC(=O)c1ccccc1NC(=O)c1ccccc1	x	x	x	-3	-55	x	15
CC(C)(C)NC(=O)NC(=O)CSc1n[nH]c(-c2ccccc2Br)n1	5	4	1	-35	x	-11	x
CCOC(=O)C1=CN(CC)S(=O)(=O)NC1c1ccc(C(F)(F)F)cc1 (stereo not drawn)	17	-4	4	-3	6	-5	-8
COc1nc(SCC(=O)Nc2ccccc2Cl)nc(N(C)C)n1	2	-5	4	-5	x	-11	x
C[C@H]1CN([C@@H](C)CO)S(=O)(=O)c2ccc(C#CC3CCCC3)cc2O[C@H]1CN(C)S(C)(=O)=O	2	3	-2	x	0	1	23
CCOc1ccc(OCC)c(NC(=O)C2CCCN(S(=O)(=O)c3cnc[nH]3)C2)c1 (stereo not drawn)	-1	x	-1	-5	-9	10	-2
CCCC(=O)Nc1ccc2c(c1)C(=O)N(C)C[C@H](OC)[C@@H](C)CN(Cc1ccccc1)[C@H](C)CO2	-2	-1	0	-1	14	11	0
COc1ccc2nc(Nc3ccccc3)sc2c1	1	-2	-6	4	-7	-51	37
COc1ccc(C(=O)C2CCCN(C(=O)CCNC(C)=O)C2)cc1OC (stereo not drawn)	-6	0	-1	-4	9	-9	2
CN(C)c1cc(Nc2ccc(O)cc2)c([N+](=O)[O-])c2nonc12	3	-2	-4	8	x	-12	x
N#CCCN1CCN(S(=O)(=O)c2ccc(C3CCCCC3)cc2)CC1	-7	1	-3	-5	-14	-5	-4
CC(C)C(=O)Nc1ccc2c(c1)C(=O)N(C)[C@H]1CC[C@@H](CC(=O)NCc3cccc(F)c3)O[C@H]1CO2	x	x	x	-15	4	4	1
O=[N+]([O-])c1ccc(N2CCN(c3ccc(F)cc3)CC2)cc1	-3	-2	-1	-1	3	-1	-2
Cn1c(/C(C#N)=C(\O)c2cccc(F)c2)nc2ccccc21	3	1	-1	4	-6	-6	21
C[C@H](CO)N1C[C@H](C)[C@H](CN(C)C(=O)Nc2ccc3c(c2)OCO3)OCCCC[C@H](C)Oc2ccc(NS(=O)(=O)c3ccc(Cl)cc3)cc2C1=O	0	5	-4	-2	x	-4	11
CSc1ccccc1C(=O)C1CCCN(C(=O)CCc2cccnc2)C1 (stereo not drawn)	0	-3	1	45*	11	0	1
O=C1CN(S(=O)(=O)Cc2ccccc2)C[C@H]2[C@H](c3ccc(C#CC4CC4)cc3)[C@H](CO)N12	0	-3	-1	x	x	0	x
CCOc1ccc(CC(=O)N/N=C/c2cccnc2)cc1OCC	-4	-1	-3	-12	5	-4	7
Cc1cccc(N2CCN(C(=O)C3CCN(c4ncnc5c4nc4n5CCCCC4)CC3)CC2)c1C	-1	10	14	-2	-41	u	-2
CN1C(=O)c2cc(NC(=O)c3cc(F)cc(F)c3)ccc2OC[C@H]2O[C@H](CC(=O)O)CC[C@H]21	2	-1	3	6	-17	-14	2
COc1ccc(/C=C2\C(=N)N3N=C(CC(=O)N4CCOCC4)SC3=NC2=O)cc1	-1	-3	-8	2	21	-2	5
COCc1nnc(NC(=O)CCCCCN2C(=O)c3ccccc3C2=O)s1	x	x	x	-1	-12	-16	3
Nc1cc(=O)[nH]c2nnc(SCC(=O)Nc3cccc4ccccc34)n12	2	-1	-1	7	42	12	-2
CCOc1ccccc1NC(=S)NCc1ccco1	x	x	x	-2	1	x	-6
O=C(Nc1cccc(F)c1)N1CCCCN2[C@H](C1)[C@@H](c1ccc(C#Cc3ccccc3)cc1)[C@@H]2CO	0	1	2	x	x	18	x
CC(C)C[C@H]1CNC(=S)N1C[C@H]1CCCN1C[C@H](Cc1ccc(O)cc1)N1C[C@H](Cc2ccccc2)N(CC2CCCCC2)C1=S	5	-4	-1	-8	-5	-4	4
N#C/C(=N\Nc1ccccc1F)c1nc(-c2ccccc2)cs1	x	0	-4	8	x	-39	x
CCOC(=O)c1sc(NC(=O)Cc2ccccc2OC)nc1C	1	0	-8	3	2	-24	1
Cc1cccc(NC(=O)CN2C(=O)S/C(=C\c3ccccn3)C2=O)c1	-7	1	8	-11	x	-10	x
Cc1ccccc1NC(=O)C1CC(=O)n2ncnc2N1 (stereo not drawn)	2	x	-2	-2	6	-10	-10
COc1ccc(C#Cc2ccc3c(c2)[C@@H]2[C@@H](CCN2C(=O)C2CC2)[C@H](CO)N3)cc1	2	5	-8	-6	x	-12	x
C[C@H]1CN([C@@H](C)CO)S(=O)(=O)c2ccc(C#CC3CCCC3)cc2O[C@H]1CN(C)C(=O)Cc1ccccc1	0	17*	1	x	23	-3	9
Cc1ccc(OCc2nc(C#N)c(NCCCn3ccnc3)o2)cc1	x	x	x	7	10	x	16
Cc1onc(-c2ccccc2Cl)c1C(=O)NNC(=O)c1cccc(F)c1	-2	-4	-1	-7	-2	8	1
O=C(COc1ccc2c3c(c(=O)oc2c1)CCC3)NC1CCCCC1	2	-2	-5	x	-4	6	-2
O=C(C[C@H]1C[C@H]2c3cc(NS(=O)(=O)c4ccccc4)ccc3O[C@H]2[C@@H](CO)O1)NC1CCCCC1	-5	-3	-1	4	-3	2	12
C/C(=N\NC(=O)CCc1ccc(S(=O)(=O)N2CCOCC2)cc1)c1ccc(Br)cc1	1	1	-4	6	14	-8	-13
COc1ccc(N2CC(C(=O)NCCS(=O)(=O)N3CCN(c4ccccc4)CC3)CC2=O)cc1 (stereo not drawn)	-1	-3	-6	-1	1	-5	-8
CCc1nc(NCCO)c(C#N)c2c1CSC(C)(C)C2	0	-2	2	-2	-6	-8	8
CCS(=O)(=O)NCC[C@H]1CC[C@H](NS(=O)(=O)c2cccc(F)c2)[C@@H](CO)O1	0	2	36	-3	-6	9	-2
Cn1c(-c2cccs2)[n+](C)c2ccccc21	-1	0	-2	-13	x	9	x
COc1ccccc1C(OC(=O)c1cccs1)C(=O)NCC1CCCO1 (stereo not drawn)	x	x	x	-5	-3	1	1
CCC[N+]1(CC#CCC(c2ccccc2)c2ccccc2)CCCCC1	-3	-6	-3	4	-290	11	-26
CSCCC(NC(=O)c1ccc(Cl)cc1Cl)C(=O)NNC(=O)c1csc(N2CCOCC2)n1 (stereo not drawn)	-21	-1	-8	x	-8	-8	-1
CCn1c(CC(=O)Nc2ccccc2OC)nnc1SCC(=O)Nc1ccccc1F	0	0	-1	5	0	-11	-10
N#Cc1ccc(C(=O)CSc2n[nH]c(=O)n2Cc2ccco2)cc1	0	-3	-1	5	x	-2	x
CO[C@@H]1CN(C)C(=O)c2cc(NC(=O)c3ccccc3)ccc2OC[C@H](C)N(C)C[C@@H]1C	2	1	-3	-1	-1	-10	-5
COc1ccccc1/C=C1\CCC(C2CCCC2)C1=O (stereo not drawn)	1	-4	-2	-1	x	-40	x
CC(C)(CNC(=O)c1cccs1)N1CCOCC1	0	1	-2	-1	-5	-6	-9
CCCNC(=O)C1(C)CCN(C(=O)c2cc(C)n(C(C)(C)C)n2)C1 (stereo not drawn)	-2	6	1	-7	10	-46	-1
Cc1cccc(N2C(=O)C3C4CC(=O)C(c5ccccc54)C3C2=O)c1C (stereo not drawn)	1	1	-5	-4	x	-16	x
Cc1ccc(C)c(N2CCN(C(=O)CCS(=O)(=O)c3ccc4c(c3)NC(=O)C(C)S4)CC2)c1 (stereo not drawn)	-3	0	0	2	-13	17	-1
CCOC(=O)c1ccc(NC(=O)c2ccc(NS(C)(=O)=O)cc2)cc1	x	x	x	3	0	-21	4
